# From PubChem BioAssay
# M5 PAM: human M5 muscarinic receptor positive allosteric modulators, primary screen, CHO-K1 cells, Fluo-8 calcium fluorescence; 360,000 compounds, 0.3% hits; CHO-K1 hM5, ACh EC20 PAM; 0% = ACh EC20, 100% = ACh EC100; AID 624038, 2012; activation, % at 3 µM;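 active means activation above the run cutoff, the mean activation of all test compounds plus 3 SD, cut at about 18% in these data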
# Target sequence (P08912 whole entry, looked up): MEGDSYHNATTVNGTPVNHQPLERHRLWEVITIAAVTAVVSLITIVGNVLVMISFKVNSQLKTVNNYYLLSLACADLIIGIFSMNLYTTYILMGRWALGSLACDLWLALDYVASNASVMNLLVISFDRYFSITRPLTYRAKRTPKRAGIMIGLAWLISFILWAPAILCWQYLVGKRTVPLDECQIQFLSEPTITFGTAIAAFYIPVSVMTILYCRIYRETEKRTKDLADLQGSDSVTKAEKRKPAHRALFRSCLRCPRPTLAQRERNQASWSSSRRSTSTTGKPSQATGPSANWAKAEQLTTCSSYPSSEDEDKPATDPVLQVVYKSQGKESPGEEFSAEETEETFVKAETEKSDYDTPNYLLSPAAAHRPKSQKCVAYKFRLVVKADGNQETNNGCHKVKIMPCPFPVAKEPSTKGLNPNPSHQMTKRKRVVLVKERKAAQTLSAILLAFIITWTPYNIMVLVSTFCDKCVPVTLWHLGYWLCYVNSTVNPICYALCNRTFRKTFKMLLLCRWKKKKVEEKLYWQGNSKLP
#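 Assay system: CHO-K1 hM5 cells. Also added: acetylcholine at EC20 concentration, added after compound. Dosing: 3 µM, single dose. Times: compound preincubation 140 s before EC20 acetylcholine addition. Signal: Fluo-8 calcium fluorescence. Measure: % activation relative to EC20 and EC100 ACh responses. Repeats: singlicate, one well per test compound.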
# CHRM5 agonist: human M5 muscarinic receptor agonists, primary screen, CHO-K1 cells, Fluo-8 calcium fluorescence. Muscarinic acetylcholine receptor M5 (Homo sapiens), P08912. CHO-K1 hM5 cells; 0% DMSO wells, 100% maximal acetylcholine response. activation, % at 3 µM. 360,000 compounds, 0.19% hits. AID 624037, 2012;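 active means activation above the run's mean over test compounds plus 3 SD, cut at about 23% in these data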;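 further: signal is peak over basal fluorescence ratio across the kinetic read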
# CHRM4 antagonist: human M4 muscarinic receptor antagonists, primary screen, CHO cells, Fluo-8 calcium fluorescence; AID 624125, 2012; inhibition, % at 3 µM; 360,000 compounds, 0.73% hits; CHO-hM4 cells, ACh EC80; Muscarinic acetylcholine receptor M4 (Homo sapiens), P08173;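 active means inhibition above its plate's cutoff, the mean inhibition of sample wells plus 3 SD, cut at about 27% in these data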;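 further: 0% = acetylcholine EC80 with DMSO and 100% = DMSO without agonist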
# CHRM1 antagonist: human M1 muscarinic receptor antagonists, primary screen, CHO-K1 cells, Fluo-8 calcium fluorescence, 1536-well; Muscarinic acetylcholine receptor M1 (Homo sapiens), P11229; CHO-K1 hM1, ACh EC80 antagonist; inhibition, % at 3 µM; 360,000 compounds, 1.3% hits;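 active means percent inhibition above its own plate's cutoff, namely the mean of that plate's compound wells plus 3 SD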;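 further: peak over basal fluorescence ratio during 140 s after agonist addition; 0% = ACh EC80 plus DMSO and 100% = DMSO alone without agonist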
# CHRM4 agonist: human M4 muscarinic receptor agonists, primary screen, CHO-K1 cells, Fluo-8 calcium fluorescence; CHO-K1 hM4/Gqi5; vehicle 0%, full acetylcholine response 100%; activation, % at 3 µM; 360,000 compounds, 0.14% hits; AID 624127, 2012;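 active means activation above the run mean over all test wells plus 3 SD, cut at about 32% in these data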;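 further: peak over basal fluorescence ratio per well then scaled between controls; 0% = DMSO wells and 100% = acetylcholine at EC100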
# CHRM1 PAM: human M1 muscarinic receptor positive allosteric modulators, primary screen, CHO-K1 cells, Fluo-8 calcium fluorescence, 1536-well. Muscarinic acetylcholine receptor M1 (Homo sapiens), P11229. CHO-K1 hM1, ACh EC20; 0% = ACh EC20, 100% = maximal ACh. activation, % at 3 µM. 360,000 compounds, 0.088% hits. AID 588819, 2011; in the data active means activation above about 19%, passing the limit was not always enough
# TAAR1 ag: human TAAR1 agonists, primary screen, Fluo-8 calcium fluorescence, CHO RD-HGA16 cells; 360,000 compounds, 0.99% hits; Trace amine-associated receptor 1 (Homo sapiens), Q96RJ0; vehicle wells 0%, saturating PEA agonist 100%; activation, % at 3 µM;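 active means activation above the mean activation of all test compounds in the run plus 3 SD, cut at about 38% in these data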
# Target sequence (Q96RJ0 whole entry, looked up): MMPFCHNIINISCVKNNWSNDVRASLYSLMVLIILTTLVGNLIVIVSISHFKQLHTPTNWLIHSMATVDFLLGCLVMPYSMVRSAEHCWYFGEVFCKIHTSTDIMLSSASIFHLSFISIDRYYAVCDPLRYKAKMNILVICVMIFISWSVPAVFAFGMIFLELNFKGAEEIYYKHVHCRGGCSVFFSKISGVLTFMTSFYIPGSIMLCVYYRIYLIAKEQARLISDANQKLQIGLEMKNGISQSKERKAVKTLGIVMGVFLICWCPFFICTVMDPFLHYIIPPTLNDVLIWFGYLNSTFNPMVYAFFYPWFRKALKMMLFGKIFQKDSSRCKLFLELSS
#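 System: CHO-derived RD-HGA16 cells with stable Gα16 and human TAAR1 / Times: 17-24 h plating, Fluo-8 75 min 37 °C, 30 min RT / Technique: calcium-sensitive Fluo-8 signal, excitation 470-495, emission 515-575 nm / Measure: % activation relative to PEA EC100 response / Benchmarks: DMSO and PEA EC100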
# CHRM1 agonist: human M1 muscarinic receptor agonists, primary screen, Fluo-8 calcium fluorescence, CHO-K1 cells, HTS. 360,000 compounds, 0.33% hits. activation, % at 3 µM. AID 588814, 2011. Muscarinic acetylcholine receptor M1 (Homo sapiens), P11229. CHO-K1 hM1, agonist mode; 0% DMSO, 100% acetylcholine EC100;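 active means activation above the run's mean compound activation plus 3 SD, cut at about 16% in these data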;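 further: peak over basal fluorescence ratio within a 140 s kinetic read after compound addition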
# CHRM5 antagonist: human M5 muscarinic receptor antagonists, primary screen, CHO cells, Fluo-8 calcium fluorescence | Muscarinic acetylcholine receptor M5 (Homo sapiens), P08912 | CHO-hM5 cells, ACh EC80 | inhibition, % at 3 µM | 360,000 compounds, 0.59% hits;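 active means inhibition above a per-plate cutoff, the mean of that plate's test compounds plus 3 SD, cut at about 27% in these data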;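 further: 0% = acetylcholine EC80 with DMSO and 100% = DMSO without agonist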
# * marks the source's active call; other numbers are inactive results; · = no result given. Not all compounds are listed. The share of hits here may be higher or lower than overall.
M5 PAM,CHRM5 agonist,CHRM4 antagonist,CHRM1 antagonist,CHRM4 agonist,CHRM1 PAM,TAAR1 ag,CHRM1 agonist,CHRM5 antagonist,structure
-4,0,-20,1,1,0,-1,-3,3,CCOc1ccc2nc(NC(=O)CN3C(=O)NC4(CCCC4)C3=O)sc2c1
-7,2,-4,-5,0,12,2,-2,10,COc1ccc(-c2c(C(C)=O)c(C)nc3sc4c(=O)[nH]nnc4c23)cc1
-6,2,-2,21,1,-16,5,-14,11,COc1cccc(-c2ncc3ccccc3c2COC(=O)c2ccc(C(C)(C)C)cc2)c1
-19,1,4,·,9,·,22,·,13,CCCCc1c(-c2ccccc2OC)ncn1CCc1ccc(Cl)cc1
2,1,-5,0,2,5,1,0,-1,Cc1cc(OC(F)F)ccc1NC(=O)Nc1ccc2c(c1)OCO2
2,-8,10,-8,1,8,6,-2,4,COc1ccc(-n2nnnc2SCC(=O)Nc2ccccc2)cc1
-5,1,-2,-3,1,3,-1,-1,1,COc1ccc(-c2cc3nc(-c4ccccc4)cc(N4CCN(C(=O)c5ccsc5)CC4)n3n2)cc1
4,-3,3,-12,1,9,0,-5,1,O=C1C2CCCN2C(c2ccccc2)N1c1ccc(Cl)cc1 (stereo unspecified)
4,-2,2,6,3,-6,12,-15,11,COc1ccc(OC)c(/C=C/C(=O)Nc2cccc(S(=O)(=O)N3CCCC3)c2)c1
1,-3,-3,-1,2,1,0,-5,5,Cn1cnnc1SCC(=O)NC1CCCN(Cc2ccccc2F)C1 (stereo unspecified)
-4,0,-9,-4,0,6,3,-6,1,O=[N+]([O-])c1cccc(CSc2nnc(Cc3ccccc3)n2-c2ccc(F)cc2)c1
-2,-3,-2,-12,0,5,2,-7,4,CC(CCN1CCC(CN2C(=O)C(=O)NC[C@@H]2Cc2ccccc2)CC1)c1ccccc1 (stereo partly specified)
-5,-2,6,11,0,-4,-1,-4,-2,CCN(CC)CCN1C(=O)C(O)=C(C(=O)c2cccs2)C1c1ccc(C)o1 (stereo unspecified)
-4,8,-4,-6,3,3,24,-2,3,COc1ccc2c(C(=O)CN3CCN(c4ccccc4)CC3)c[nH]c2c1
0,0,5,-2,0,10,8,0,-3,CCN(CC)CCSc1nc(O)c(-c2ccccc2)c(=O)[nH]1
3,-1,-1,-16,0,11,-3,-1,3,CN1CCN(NC(=O)c2cccc(C(F)(F)F)c2)CC1
0,-3,-5,·,0,·,8,·,-10,Nc1nc2c(Br)ccc(Br)c2cc1C(=O)NCCc1ccccc1
3,1,1,-7,0,4,-1,-3,8,CCOc1ccc(NS(=O)(=O)c2cc(NC(=O)CCNC(=O)c3ccco3)ccc2OC)cc1
-5,-5,-10,0,1,-1,-1,-13,-2,O=C1CC(c2ccccc2)CN1S(=O)(=O)c1ccccc1 (stereo unspecified)
1,1,-1,3,3,0,2,-4,-2,Cc1nc2ccccc2c(=O)n1NCc1cccs1
-4,1,5,-5,1,-2,22,-4,8,CC(=Nc1ccc(C)cc1)c1sc2ccccc2c1O
2,-3,-11,-10,0,9,1,-6,11,Cc1c(NC(=O)CN2C(=O)NC3(CCC(C)CC3)C2=O)c(=O)n(-c2ccccc2)n1C (stereo unspecified)
14,-2,0,-3,2,4,7,-3,1,Cn1c(=O)oc2cc(S(=O)(=O)Nc3ccccc3O)ccc21
-3,-5,-10,·,0,·,2,·,0,CN1CCN(C(c2ccccc2)c2nnnn2C(C)(C)C)CC1 (stereo unspecified)
-9,0,-6,4,0,-2,5,-2,2,CCOC(=O)c1cc(C)n(Cc2cccc(OC)c2OC)c1C
-13,1,-3,0,11,-2,3,-4,7,CSc1ccc(Cn2c(C)c(C(=O)NCc3ccc4c(c3)OCCO4)sc2=O)cc1
3,0,-10,-6,1,5,7,-2,0,NC(=O)c1cc(S(=O)(=O)NCCc2ccc(Cl)cc2)cs1
7,1,5,0,1,2,23,1,-1,CCCn1c(N)c(N2CCCCC2)c(=O)n(CC(=O)Nc2ccccc2C)c1=O
-3,-1,-18,-13,8,7,-2,-2,-6,Cc1cccc(N2CCN(C(=O)C3CCC(CNS(=O)(=O)c4cccs4)CC3)CC2)c1C (stereo unspecified)
5,0,-3,-2,1,2,·,-9,8,C#CCOCCOCCOCCNc1nc(N2CCN(C(=O)[C@H](CCCN=C(N)N)n3cc(C(N)[C@H](C)CC)nn3)CC2)nc(N2CCN(C(=O)[C@H](CCCN=C(N)N)n3cc(C(N)[C@@H](C)CC)nn3)CC2)n1 (stereo partly specified)
5,-1,-13,-11,0,8,6,2,4,O=C(NCc1ccc(Cl)nc1)c1ccc2nc([C@@H]3O[C@H](CO)[C@H](O)[C@H](O)[C@H]3O)[nH]c2c1
-3,2,-1,-13,6,5,4,1,-5,CCOC(=O)C1CCCN(C(=O)COc2ccc(N(C)S(=O)(=O)c3ccc(C)cc3)cc2)C1 (stereo unspecified)
6,0,9,-2,1,4,-1,-3,7,O=C(OCc1nc2ccsc2c(=O)[nH]1)c1ccc(Cl)nc1
-2,3,-3,1,3,4,60*,-3,7,CCCCc1cc(=O)oc2cc(C)cc(OCC(=O)N[C@@H](CSCc3ccccc3)C(=O)O)c12
-10,-4,11,-3,-1,3,1,-8,-1,COc1ccc(OC)c(/C=C/C(=O)c2ccc(Cl)cc2)c1
-26,2,19,26,15,0,5,6,28*,O=C(Nc1cccc(Cl)c1)Nc1csc([N+](=O)[O-])c1
-2,-2,8,1,0,0,-1,-3,11,Cc1ccc(CN2CCCN(Cc3c(C)cc(C)cc3C)S2(=O)=O)cc1
6,4,-2,-9,2,17,12,10,-2,Cc1ccc(Cn2ccc(NC(=O)c3cc(-c4ccc(Br)cc4)on3)n2)cc1
10,-2,-7,-20,0,13,-1,-3,-13,CCOC(=O)c1nnc2cc(C)nn2c1C
-1,-2,-2,-1,0,2,-4,-6,5,COc1cc(Cl)ccc1NC(=S)N(CCN(C)C)C(C)c1ccncc1 (stereo unspecified)
-9,1,10,29,15,-14,4,1,14,COc1ccc(CCNS(=O)(=O)c2cc3c4c(c2)CC(=O)N4CCC3)cc1
1,1,13,-3,0,7,-1,-1,-8,CCOC(=O)N1CCN(C(=O)/C(=C/c2ccc(OC)cc2)NC(=O)c2ccccc2)CC1
2,-4,2,-18,5,11,63*,-1,-6,CCCCCCOc1ccc(/C(C)=N/NC2=NCCN2)cc1
-16,-1,5,3,15,-1,2,-2,13,O=c1c2oc3nc4c(cc3c2ncn1CCCc1ccccc1)CCCC4
-4,-5,-9,-3,-2,-1,-1,-4,5,COc1ccc(NC(=O)CN2CCC(C(=O)c3ccc(C)cc3)CC2)c(OC)c1

# Overlap with the part before: two compounds; new compounds follow.
M5 PAM,CHRM5 agonist,CHRM4 antagonist,CHRM1 antagonist,CHRM4 agonist,CHRM1 PAM,TAAR1 ag,CHRM1 agonist,CHRM5 antagonist,structure
-16,-1,5,3,15,-1,2,-2,13,O=c1c2oc3nc4c(cc3c2ncn1CCCc1ccccc1)CCCC4
-4,-5,-9,-3,-2,-1,-1,-4,5,COc1ccc(NC(=O)CN2CCC(C(=O)c3ccc(C)cc3)CC2)c(OC)c1
8,-1,10,-7,1,8,-3,-3,-4,COc1ccc(N2CCN(S(=O)(=O)c3ccc4oc(=O)ccc4c3)CC2)cc1
-15,5,8,13,17,-3,11,-1,25,COc1ccc(NC(=O)Nc2cccc(C(F)(F)F)c2)cn1
-9,-9,19,29,1,-18,28,-5,24,CC(Sc1nnnn1-c1ccccc1)C(=O)Nc1ccc(N2CCN(C)CC2)cc1 (stereo unspecified)
-5,2,4,0,2,0,4,-3,3,CCC(C)Oc1cccc(OCCCCN2C(=O)NC(C)(C)C2=O)c1 (stereo unspecified)
2,0,-10,-8,3,6,4,-5,-12,COc1ccc(Cc2nc3ccccc3n2CC(=O)N/N=C/c2ccccc2)cc1OC
6,5,-6,-22,2,16,0,-4,-8,CN1CCN(C(=O)CCN2C(=O)/C(=C\c3ccc(Cl)cc3Cl)SC2=S)CC1
2,1,2,·,-1,·,2,·,2,COC(=O)/C=C1\OC(c2ccccc2)c2ccccc21 (stereo unspecified)
-21,-6,23,78*,14,-21,20,-4,11,O=C(Nc1ccc2nc(-c3cccs3)c(-c3cccs3)nc2c1)N1CCOCC1
-1,-1,-4,2,0,-1,-2,-2,6,COC(=O)c1cc2oc3ccccc3c2n1CC(=O)Nc1ccccc1OC
1,-5,-6,-7,-1,2,10,-6,6,Oc1ccc2oc3c(c2c1)CCCC3
-3,-1,9,17,0,-2,2,-2,4,CCC(NC(=O)C1CCC1)c1ccc(C)cc1 (stereo unspecified)
-11,-7,1,16,11,-10,1,-6,30*,O=C(c1cc(C(=O)N2CCN(c3ccc(F)cc3)CC2)cc([N+](=O)[O-])c1)N1CCN(c2ccc(F)cc2)CC1
1,-4,-13,-18,1,13,5,-5,4,Cc1oc(-c2cccs2)nc1CN1CCC(CO)(CCOc2ccccc2)CC1
-6,-1,1,1,1,1,0,-6,-6,Cc1cccc(CC2SC(N3CCN(c4ccccc4)CC3)=NC2=O)c1 (stereo unspecified)
-2,3,-12,-30,4,9,0,2,-9,Cc1ccc(C(=O)NCc2cccs2)cc1S(=O)(=O)N1CCCCC1
2,-1,-3,-4,3,7,1,-1,0,CC1CC(C)CN(S(=O)(=O)c2ccc(C(=O)N3CCOCC3)cc2)C1 (stereo unspecified)
-1,-2,-6,-5,1,8,0,3,9,O=C(NCCC1CCCCN1S(=O)(=O)c1cccs1)C(=O)Nc1ccc(F)cc1F (stereo unspecified)
-1,-5,25,21,3,-7,4,-7,17,CC(C)(C)c1cc(C(=O)CCN2CCOCC2)cc(C(C)(C)C)c1O
-12,0,-8,-1,5,-1,15,0,4,O=C(Nc1c(C(=O)Nc2cccc3ccccc23)cnn1-c1ccccc1)c1ccco1
23*,5,-8,-6,2,16,5,0,-4,CSc1ccc(S(=O)(=O)N(CC(=O)NN=C2CCN(C)CC2)c2ccc(C)cc2)cc1
2,2,2,-5,0,9,29,-1,2,Cc1ccc(Sc2cc(Cl)nc(N)n2)cc1
-4,-1,7,11,0,-5,0,-3,1,COc1ccc(/C=N/n2c(-c3cc(C)[nH]n3)n[nH]c2=S)cc1
-1,1,-2,-8,-1,4,-1,-3,-5,CCOc1cc(/C=N/n2cnnc2)c(Br)cc1O
